Bioassay records from PubChem BioAssay.
LmPK inhibitor – blocks Leishmania mexicana pyruvate kinase activity; Potency, µM (top dose mostly 57.5 µM), for the others: at the top dose activity change, negative = inhibition, hits mostly inhibitors; hit rate 0.37% among 290,000; purified LmPK, Kinase-Glo ATP luminescence, 1 h; also: potency is read from the fitted curve at half-maximal effect; % is scaled to controls: 0 for no effect and ±100 for the full control effect
Target sequence (Q27686 whole entry, looked up): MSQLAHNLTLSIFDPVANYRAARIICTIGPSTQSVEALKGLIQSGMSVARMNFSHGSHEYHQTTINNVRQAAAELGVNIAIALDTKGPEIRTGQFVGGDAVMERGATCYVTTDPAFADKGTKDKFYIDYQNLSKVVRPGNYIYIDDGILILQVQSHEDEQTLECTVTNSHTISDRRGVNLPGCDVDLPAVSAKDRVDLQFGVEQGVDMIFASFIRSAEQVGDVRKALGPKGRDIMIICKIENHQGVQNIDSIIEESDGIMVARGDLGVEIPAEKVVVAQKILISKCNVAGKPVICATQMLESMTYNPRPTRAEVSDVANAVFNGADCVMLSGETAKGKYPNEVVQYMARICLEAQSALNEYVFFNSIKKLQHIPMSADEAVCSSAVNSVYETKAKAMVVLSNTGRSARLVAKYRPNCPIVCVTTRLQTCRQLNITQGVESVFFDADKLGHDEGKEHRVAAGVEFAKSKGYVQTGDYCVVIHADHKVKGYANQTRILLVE
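ATP generated from ADP (0.1 mM) and PEP (0.5 mM) by 0.1 nM LmPK over 1 h at room temperature (pH 7.2 imidazole buffer) was detected by coupled luciferase luminescence. Values were normalized to uninhibited and no-enzyme wells.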
CHX counter – counter-screen hit for Shiga toxin inhibitors, cycloheximide. hit rate 12% among 300,000. max response, %. AID 2314. cell reporter, cycloheximide protein synthesis inhibition counterscreen; in the data active = max response mostly above about 13%, no sharp cut-off; inactive = mostly below about 14%; also: read at 38.3 µM for the half of the compounds with a filed dose; 0% is about no effect
Tb PYK inh – inhibitors of Trypanosoma brucei pyruvate kinase | TbPYK enzyme, Kinase-Glo Plus ATP luminescence, 45 min | Potency, µM (series often up to 76.8 µM), without a hit: at the top dose activity, negative = inhibition, hits mostly inhibitors | hit rate 0.12% among 410,000 | AID 624173; also: potency is read from the fitted curve at half-maximal effect; % is scaled to controls: 0 for no effect and ±100 for the full control effect; nearly all actives have a fitted effect of over 50% in size
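Activity of T. brucei pyruvate kinase was followed by Kinase-Glo Plus luminescence after the enzyme reacted 45 min at room temperature with 130 uM ADP (final) and substrate. Test compounds were added before ADP at multiple concentrations.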
Pf growth 96h – P. falciparum growth inhibition at 96 hours; P. falciparum luciferase reporter growth, 96 h; Potency, µM (series often up to 28.7 µM), for the others: top-dose activity change, negative = inhibition, usual class: inhibitors; hit rate 6.9% among 320,000; AID 504834; also: potency is read from the fitted curve at half-maximal effect; % is scaled to controls: 0 for no effect and ±100 for the full control effect
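Plates of compound plus infected erythrocytes (2% hematocrit, 0.05% parasitemia final) incubate 96 hours, 37 C, 5% CO2. Detection reagent added; reduced luminescence from the parasites' luciferase reporter flags inhibition.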
HCV inhibitor – inhibitors of hepatitis C virus infection; Huh7.5.1 HCVcc-Cre infection, luciferase reporter, 44 h; hit rate 3.4% among 340,000; Potency, µM (top dose mostly 41.8 µM), for the others: top-dose activity change, negative = inhibition, hits mostly inhibitors; also: potency is read from the fitted curve at half-maximal effect; % is scaled to controls: 0 for no effect and ±100 for the full control effect
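Whole-lifecycle infectious HCVcc-Cre system; cells 1,000/well, compound then virus (~0.5 moi) added 4 h after plating, 44 h culture. Luciferase read 15 sec following 15 min substrate incubation, room temp.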
Pf growth 48h – P. falciparum growth inhibition at 48 hours (one generation); AID 504832; Potency, µM (titrated, usually from 28.7 µM), for the others: at the top dose activity change, negative = inhibition, hits mostly inhibitors; P. falciparum luciferase growth in erythrocytes, 48 h; hit rate 5.9% among 310,000; also: potency is read from the fitted curve at half-maximal effect; % is scaled to controls: 0 for no effect and ±100 for the full control effect
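Cell-based growth assay: transgenic P. falciparum expressing firefly luciferase, cultured in red cells within RPMI 1640 containing 0.5% w/v Albumax, 24 mM bicarbonate and gentamycin. A drop in luciferase activity indicates inhibition.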
Shiga toxin inh – inhibitors of Shiga toxin in Vero cells; Vero cells, Shiga toxin protein synthesis inhibition reporter; inhibition, % at 38.7 µM; hit rate 9.2% among 290,000; AID 2315; in the data active = inhibition mostly above about 28%, no sharp cut-off; inactive = mostly below about 43%; also: 0% is about no effect
Numbers without * were called inactive; ? = inconclusive; / = not tested or not shown; [ ] = dose if it differs, or a comment. Unless noted, calls follow the shape of the dose curve; as a rule, active = well fitted curve in the direction sought with a large enough effect; inconclusive = small, poorly fitted or top-dose-only effect, or another doubt; inactive = no such curve, though single readings can be large; an effect the other way counts as inactive or inconclusive. Compounds were not picked by outcome; any-hit rate near 24%.

SMILES	LmPK inhibitor	CHX counter	Tb PYK inh	Pf growth 96h	HCV inhibitor	Pf growth 48h	Shiga toxin inh
COc1ccc(N2CCN(c3oc(-c4ccc(OC)c(OC)c4)nc3C#N)CC2)cc1	-5%	-4	0%	/	21%	10%	17
Cc1csc(Nc2nc(N)c(C(=O)Nc3ccccc3)o2)n1	1%	39*	-8%	3.3µM*	-28%	5%[0.00184 µM]	98*
COc1nc(-c2ccccc2)ccc1-c1noc(-c2cccnc2)n1	-3%	8.7*	-3%	0%	27%	0%	3
CCCCn1c(N)c(N(CCOC)C(=O)C2CCN(S(=O)(=O)c3ccc(C)c(C)c3)CC2)c(=O)[nH]c1=O	/	/	-1%	?	?	20%	/
CC1CCN(CCCNS(=O)(=O)c2ccc3c(c2)CCN3C(=O)C2CC2)CC1	-6%	-2	-5%	?	-11%	8%	-5
O=C(Nc1ccccc1C(=O)NCCCn1ccnc1)c1ccccc1	0%	-7	2%	29%	-12%	/	-4
COc1ccccc1CNC(=O)c1cc2ccccc2o1	0%	-2	-10%	10%	-10%	-11%	23
CCOC(=O)c1ccc(N2Cc3ccccc3C2=NC(=O)c2cccs2)cc1	1%	9	-6%	?	2%	?	17
Cc1ccc(/C=N/Nc2nnc(Cl)c3ccccc23)cc1	-17%	46*	0%	185%[activator]	-19%	210%[activator]	46*
CCN(C(=O)COC(=O)c1cccs1)c1c(N)n(Cc2ccccc2)c(=O)[nH]c1=O	/	/	1%	26%	15%	30%	/
COc1cc(/C=C2\NC(=O)NC2=O)cc(Br)c1OC	0%	-9	1%	1%	-23%	2%	-5
O=C1CCC(=O)O1	/	/	0%	61%[activator]	-9%	36%[activator]	/
COc1ccccc1C(=O)NCCC(=O)N(Cc1ccco1)Cc1cccs1	-1%	8	1%	?	8%	?	20
COC(=O)c1ccccc1NC(=S)NC(=O)c1ccc2ccccc2c1	0%	8	-3%	39%[activator]	8%	-5%	-10
CCOc1ccc(CN(C)C(=O)Cc2c[nH]c3ccccc23)cc1	2%	1	0%	-3%	?	26%[0.00184 µM]	-6
CCc1noc(C)c1C(=O)Nc1cc(S(=O)(=O)N2CCOCC2)ccc1OC(C)C	/	/	-2%	?	?	?	/
CC(C)NC(=O)CSc1nnc(-c2ccc(S(=O)(=O)N3CCCC3)cc2)n1CC1CCCO1 (stereo unspecified)	0%	-2	?	-10%	-6%	28%	-11
COc1ccccc1C1Nc2ccccc2NC2=C1C(=O)CC(C)(C)C2 (stereo unspecified)	-3%	2	-8%	-24%	25%	-8%	2
O=C(Cn1c(=O)n(CC(=O)N2CCCCC2)c(=O)c2sccc21)NCc1ccccc1	10%	-1	-9%	?	23%	-18%	-4
CCOc1cc(NC(=O)c2ccco2)c(OCC)cc1NC(=O)Cc1ccc(OC)c(OC)c1	3%	-6	9%	-2%	?	?	-5
COc1ccccc1CNc1ccc(N2CCCCC2)cc1	1%	24	-15%	?	31%[activator]	?	45
CCOC(=O)CSc1nc(COc2ccccc2)nc2ccccc12	-1%	3	4%	?	9%	-27%	17
CSC1=N/C(=C\c2ccc(F)cc2)C(=O)S1	1%	8	5%	?	-3%	42%[activator]	-17
CC(C)(C)c1ccc(C2=CSC3=NCCN23)cc1	-2%	-4	8%	0.26µM*	-25%	?	-4
Cc1nn(-c2ccccc2)c(N2CCCC2)c1/C=N/n1cnc2scc(-c3ccccc3)c2c1=O	-4%	0	-5%	/	?	?	-26

Limited to HCV inhibitor, Pf growth 48h and Pf growth 96h (5 entries from above):
mol,HCV inhibitor,Pf growth 48h,Pf growth 96h
CCc1noc(C)c1C(=O)Nc1cc(S(=O)(=O)N2CCOCC2)ccc1OC(C)C,?,?,?
CC(C)NC(=O)CSc1nnc(-c2ccc(S(=O)(=O)N3CCCC3)cc2)n1CC1CCCO1 (stereo unspecified),-6%,28%,-10%
COc1ccccc1C1Nc2ccccc2NC2=C1C(=O)CC(C)(C)C2 (stereo unspecified),25%,-8%,-24%
O=C(Cn1c(=O)n(CC(=O)N2CCCCC2)c(=O)c2sccc21)NCc1ccccc1,23%,-18%,?
CCOc1cc(NC(=O)c2ccco2)c(OCC)cc1NC(=O)Cc1ccc(OC)c(OC)c1,?,?,-2%

The results go on.
SMILES	LmPK inhibitor	CHX counter	Tb PYK inh	Pf growth 96h	HCV inhibitor	Pf growth 48h	Shiga toxin inh
C/C(CCC1CC(C)OC1=O)=N/Nc1nc(-c2ccccc2)cs1 (stereo unspecified)	1%	22*	0%	36%[activator]	3%	21%	44*
O=C(Nc1cccc(NC(=O)c2cccs2)c1)c1ccc2c(c1)OCCO2	-10%	23*	-10%	3%	?	64%[activator]	21*
CCCCn1c(O)c(C(C)=Nc2cccc(C(=O)O)c2)c(=O)[nH]c1=O	-2%	-2	-17%	10%	-3%	-7%	1
CCCC[C@H]1COCCS(=O)(=O)N1Cc1ccc(Br)cc1	-4%	-4	-5%	?	-1%	?	-3
Cn1cc(S(=O)(=O)Nc2cccc(F)c2)c(=O)n(C)c1=O	4%	-4	3%	35%[activator]	18%	23%	-2
CCCCSc1nc2sc3c(c2c(=O)[nH]1)CC(C)(CC)OC3 (stereo unspecified)	8%	-4	4%	0%	13%	?	-5
C(=N\N1CCOCC1)/c1nc(-c2ccccc2)n2ccccc12	-1%	11	-1%	53%[activator]	-11%	60%[activator]	-2
CC(=O)c1cnc(Nc2ccccc2)s1	-18%	34*	2%	103%[activator]	6%	/	44
O=C(Cn1cnc(S(=O)(=O)N2CCCCC2)c1)N1CCN(c2ccc([N+](=O)[O-])cc2)CC1	-11%	-8	-4%	?	-4%	?	-9
O=C1c2ccccc2C(Nc2ccc3c(c2)OCCO3)N1Cc1ccc2c(c1)OCO2 (stereo unspecified)	4%	31*	1%	-19%	?	?	62*
CCCC(=O)Nc1cc(-c2nc3ncccc3o2)ccc1C	4%	-3	-5%	11%	10%	?	-2
CCOC(=O)c1cnc2ccc(OC)cc2c1Nc1ccc2c(c1)OCCO2	1%	17	0%	?	?	?	16
COc1ccc(C(=O)Cn2nnc(-c3ccccc3NC(=O)C(F)(F)F)n2)cc1	9%	-2	-1%	/	10%	?	-3
O=C(C[n+]1ccccc1)c1ccc(-c2ccccc2)cc1	7%	-11	7%	10%	5%	30%	-8
S=C(NCCCN1CCOCC1)N(Cc1ccccc1)Cc1ccccc1	0%	-3	-8%	12%	-21%	-3%	-9
Cc1ccc(NC(=S)N2CCN(C(=O)C3CCCO3)CC2)cc1 (stereo unspecified)	1%	-4	9%	-13%	2%	13%	4
CN(C)c1ccc(NC(=O)Nc2ccc3snnc3c2)cc1	-3%	27*	-10%	-25%	-6%	52%[activator]	45*
CC(C)(C)C(=O)CNS(=O)(=O)c1ccc(S(=O)(=O)NC2CC2)cc1	2%	-3	4%	?	4%	-7%	/
CC1CCC(Nc2nnnn2-c2ccccc2)CC1 (stereo unspecified)	2%	13	1%	?	-7%	?	9
C#CCn1c(=NC(=O)c2ccc(S(=O)(=O)N3CCCc4ccccc43)cc2)sc2cc(S(N)(=O)=O)ccc21	2%	0	0%	2.9µM*	?	9.3µM*	-2
Nc1c(Cl)cc(S(N)(=O)=O)cc1S(N)(=O)=O	5%	-1	-4%	38%[activator]	13%	19%	-5
Cc1nc2nc(SCC(=O)N3CCOCC3)nn2c(C)c1Cc1c(F)cccc1Cl	0%	13	0%	31%[activator]	?	3.7µM*	-16
O=C(NC12CC3CC(CC(C3)C1)C2)C1CC(=O)N(c2ccccc2)C1 (stereo unspecified)	3%	2	2%	?	16%	?	-3
C=CCOC(=O)C1=C(C)N(C)C(=O)NC1c1cc2c(cc1Br)OCO2 (stereo unspecified)	1%	-3	-2%	-13%	-12%	?	-11
COc1ccccc1NC(=O)CSc1nnc(C)s1	-5%	-3	-2%	0%	13%	12%	-4
Additional compounds
SMILES	LmPK inhibitor	CHX counter	Tb PYK inh	Pf growth 96h	HCV inhibitor	Pf growth 48h	Shiga toxin inh
COc1ccc(-n2c(=S)[nH]c3ccccc3c2=S)cc1	2%	-6	0%	31%[activator]	-1%	?	-6
COc1ccccc1-c1cn[nH]c1-c1ccc(OCC(=O)NN)cc1O	7%	1	2%	?	4%	?	20
CCOc1ccccc1N1CCN(C(=O)C2CSC3(C)CCC(=O)N23)CC1 (stereo unspecified)	/	/	-3%	?	16%	-29%	/
CCOc1cc(/C=C/c2nc3ccccc3c(=O)[nH]2)ccc1O	1%	45*	-3%	-2%	-17%	/	50*
COc1cc(CN(C)Cc2cc(=O)n3ccsc3n2)ccc1OC(F)F	-1%	7	-14%	?	?	?	-2
Cc1nc(SCc2ccccc2)c([N+](=O)[O-])[nH]1	-3%	-1	-7%	16%	1%	?	21
CCC(c1nnnn1C(C)(C)C)N1CCN(c2cc(Cl)ccc2C)CC1 (stereo unspecified)	3%	-4	-5%	0.15µM*	-18%	?	-12
CC(=O)c1ccccc1NC(=O)CSc1nnc(Cc2csc(C)n2)o1	/	/	3%	35%[activator]	-1%	-5%	/
O=c1[nH]c(=O)n(-c2cccc(F)c2)c(O)c1/C=C1\C=Nc2ccccc21	-1%	-3	-4%	7%	27%	10%	-6
Cc1ccc(S(=O)(=O)N/N=C\c2cc([N+](=O)[O-])ccc2Cl)cc1	4%	2	2%	23%	12%	21%	-9
O=[N+]([O-])c1ccc(C2Oc3ccccc3C3CC(c4ccccc4)=NN32)s1 (stereo unspecified)	-2%	61*	/	?	?	0%	114*
CC(C)CNc1nc(N)c([N+](=O)[O-])c(N2CCCCCC2)n1	-2%	-4	-10%	10µM*	?	?	1
Cc1nc(NC(=S)NC(=O)c2cncc(Br)c2)ccc1Br	6%	1	-14%	35%[activator]	4%	38%[activator]	10
O=C(NCc1cccs1)C1CCC(CNS(=O)(=O)c2ccc(Br)s2)CC1 (stereo unspecified)	14%	1	-3%	7.4µM*	-23%	/	-8
CC1(C)CC(=O)c2sc(NC(=O)CN3CCCCC3)nc2C1	-2%	16	-4%	?	-6%	5%	27
COCCN1CCn2c(nc3cc(NC(=O)Cn4nc(C)c5ccccc5c4=O)ccc32)C1	1%	-1	-5%	-4%	20%	-10%	-12
CC(C)C(C(=O)NCc1ccco1)N(CC1CCCO1)C(=O)CNS(=O)(=O)c1ccc(F)cc1 (stereo unspecified)	3%	-7	3%	-19%	5%	-3%	-1
CCCCn1c(=O)[nH]c(=O)c2c1nc(COc1ccc(C#N)cc1)n2CCC	5%	-2	-2%	?	9%	?	-1
O=S(=O)(Nn1c(O)c(C=C2N=c3ccccc3=N2)sc1=S)c1ccccc1	5%	1	0%	0%	-11%	95%[activator]	10
N=C1C(c2nc3ccccc3c(=O)[nH]2)=C(O)CN1CCO	-4%	11	-6%	16%	17%	/	-17
O=C(/C=C/c1ccc(OC2CSC2)cc1)c1ccc(Cl)cc1	-1%	-6	2%	28%	-7%	13%	-3
COc1ccc(OC)c(C(c2nnnn2Cc2ccco2)N2CCN(C)CC2)c1 (stereo unspecified)	-3%	-3	4%	?	5%	3%	3
CC(C)(Oc1ccc(Cl)cc1)C(=O)NC1CCCCC1	/	/	4%	-2%	20%	12µM*	/
O=C1N(Cc2cccnc2)C[C@@H]2C[C@@H](c3ccc(C(F)(F)F)cc3)N3CCC[C@@]123	9%	1	-8%	?	-7%	?	-2
COc1ccc2cc(C)c3nnc(SCC(=O)Nc4nc(-c5ccccc5)cs4)n3c2c1	7%	-5	1%	?	?	?	-19
